DENV2 CPE = inhibitors of DENV2 cytopathic effect; DENV2-infected cells, cytopathic effect rescue, plate reader; CPE inhibition, % at 9.99 µM; actives 1.7% (n = 350,000); in the data active means CPE inhibition above about 20%, passing the limit was not always enough; inconclusive means no clear call, values can overlap the other calls; tested in BHK-21 cells;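 further: 0% = median of neutral control wells and 100% = median of positive control wells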
INS-1E GSIS act = primary screen for activators of insulin secretion dependent on glucose, INS-1E cells, GLuc reporter luminescence. INS-1E GLuc reporter insulin secretion, 2-3 h. activation, % at 16.6 µM. actives 0.61% (n = 370,000);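 active means lowest replicate activation of at least 40%, so every replicate reaches that level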;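 further: 0% = median of neutral control wells and 100% = median of IBMX positive control wells; some compounds called inactive have numbers as strong as hits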
PAX8 reporter = inhibitors of PAX8 transcriptional activity in RMG-I cells; RMG-I TPO-luciferase reporter, SteadyGlo, 24 h; actives 1.2% (n = 360,000); AID 652154; inhibition, % at 12.6 µM;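 active means mean replicate inhibition at least 60% with every replicate also reaching 60%; inconclusive means only one of the two criteria is met; inactive means mean below 60% and not all replicates reaching 60%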;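 further: luciferase light reporting Pax8 driven TPO promoter activity; plate controls were median of neutral control wells for no effect and mitoxantrone controls for full effect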
EWS-Fli block = blocks EWS/Fli oncoprotein-driven transcription | A673 NR0B1-luciferase reporter, viability-normalised | inhibition, % at 12.6 µM | actives 0.67% (n = 350,000);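 active means mean inhibition of at least 50% after viability correction, with every replicate also passing that limit; inconclusive means mean reaches 50% but only one of two replicates passes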;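 further: firefly luciferase signal divided by Alamar Blue viability fluorescence both relative to DMSO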
ARNT TACC3 PPI = ARNT/TACC3 interaction disruption; inhibition, % at 9.99 µM; AlphaScreen His-ARNT PAS-B/GST-TACC3 binding, luminescence; TACC3 fragment carries E629A point mutation; actives 0.66% (n = 390,000); Q9Y6A5;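 active means mean inhibition of replicates at least 50% and at least half of replicates each reaching 50%; inconclusive means half or more replicates reach 50% but mean below 50%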;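 further: 0% = complete ARNT plus TACC3 wells and 100% = ARNT alone without TACC3; many hits fall short of the cut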
ERp5 inh = ERp5 (human) disulfide isomerase inhibition. actives 0.05% (n = 350,000). Q15084. ERp5 insulin aggregation, absorbance 650 nm, 90 min. inhibition, % at 9.99 µM;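 active means mean replicate inhibition above about 25%, with every replicate also reaching it, limit read from the data, passing the limit was not always enough; inconclusive means only one of those two criteria met; inactive means neither criterion met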
Target sequence (Q15084 whole entry, looked up): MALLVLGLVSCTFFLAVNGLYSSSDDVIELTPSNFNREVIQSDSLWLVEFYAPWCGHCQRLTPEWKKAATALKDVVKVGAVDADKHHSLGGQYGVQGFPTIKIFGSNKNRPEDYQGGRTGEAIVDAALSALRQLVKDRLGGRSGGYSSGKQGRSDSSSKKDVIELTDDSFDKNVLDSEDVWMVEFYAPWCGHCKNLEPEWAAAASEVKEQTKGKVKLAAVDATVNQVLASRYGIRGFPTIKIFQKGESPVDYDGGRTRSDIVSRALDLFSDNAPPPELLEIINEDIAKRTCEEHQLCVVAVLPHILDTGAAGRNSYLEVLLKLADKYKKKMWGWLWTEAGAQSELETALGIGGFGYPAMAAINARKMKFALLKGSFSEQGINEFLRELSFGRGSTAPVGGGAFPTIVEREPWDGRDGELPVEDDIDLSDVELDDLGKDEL
F508del corr = correctors of CFTR F508del function in bronchial epithelial cells | activity (quench increase), % at 7.58 µM | actives 0.36% (n = 350,000) | CFBE cells, YFP halide quenching; stimulated with forskolin plus potentiator P3; % fluorescence drop versus neutral controls;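 active means mean added fluorescence quench of at least 8% versus neutral control, with both replicates also reaching 8%; inconclusive means only one of the mean or replicate conditions met; inactive means mean below 8% and not both replicates reaching 8%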;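 further: cells transiently co-express mutant CFTR-F508del with the halide-sensitive YFP; corrector assay measuring rescue of mutant channel to the surface after 24 h compound exposure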
XiGFP reactiv = reactivates the inactive X chromosome in mouse fibroblasts. XiGFP mouse fibroblasts, % GFP-positive cells imaging, 3 d; cells co-treated with 5-aza-dC sensitizer; scaled so ellipticine positive control = 100%. activation, % at 7.58 µM. actives 0.055% (n = 360,000);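 active means mean normalized replicate activation at least 10% and every replicate at or above 10%; inconclusive means only one of the two criteria met; inactive means mean below 10% and not all replicates reach 10%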;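 further: 0% = median of on-plate neutral control wells and 100% = ellipticine 6 µM median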
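Assay system – SV40-immortalized XiGFP fibroblast cells, line 68-5-11 · Buffer or medium – DMEM supplemented with 5-aza-dC as sensitizing agent · Dosing – one concentration, pinned · Benchmarks – positive control ellipticine, 6 µM final · Times – 3 days compound exposure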
* = called active by the depositor; ? = inconclusive; / = no result given. Compounds as they come; 4.2% or so of the library scored in one or more.

Values in the order: DENV2 CPE, INS-1E GSIS act, PAX8 reporter, EWS-Fli block, ARNT TACC3 PPI, ERp5 inh, F508del corr, XiGFP reactiv
- CC1=NN(c2ccc(Br)cc2)C(=O)/C1=C/c1ccc(-c2ccccc2C(=O)O)o1
→ 2, -11, -4, 8, 35, -3, -1.0, 0.3
- COCC(=O)Nc1ccc2c(c1)[C@@H]1C[C@@H](CC(=O)N3CCN(C)CC3)O[C@H](CO)[C@@H]1O2
→ 3, 10, -4, -1, -1, /, 0.1, -0.1
- CC1CCCN(C(=O)C2(NC(=O)Nc3cccc(F)c3)CCCCC2)C1 (stereo not drawn)
→ 0, 4, 0, 5, -8, -1, -0.6, 0.1
- O=C1CCC(/C=C/c2ccccc2)=NN1
→ -5, 3, -14, -13, -1, 1, -3.5, 0.0
- O=C(Nc1cc(Cl)ccc1N1CCOCC1)c1cc2ccccc2o1
→ 4, -4, 13, 7, 1, 0, 0.8, 0.2
- O=C(CC(F)(F)F)N1C[C@H]2[C@@H](c3ccccc31)[C@H](CO)N2C(=O)C1CCOCC1
→ -9, -2, 7, -8, 3, 4, -1.1, 0.5
- CCOc1ccc(CN2CCNC(=O)C2CC(=O)NCc2ccccn2)cc1 (stereo not drawn)
→ /, 1, -10, -8, 34, 2, 0.5, 0.3
- O=C(NCCC1=CCCCC1)C(=O)NCCc1ccc(Cl)cc1
→ -11, 8, 11, -2, 5, 6, -0.9, 0.0
- COc1ccc2c3c([nH]c2c1)[C@@H](CO)NCC31CN(S(=O)(=O)c2cccc(C)c2)C1
→ -10, 10, -30, 4, /, /, 0.0, 0.0
- CCN1C(=O)[C@@H]2[C@@H](c3ccc(-c4cc(C(C)=O)cs4)cc3)N3CCC[C@@]3(C(=O)OC)[C@@H]2C1=O
→ -11, 11, -2, -5, -5, -1, -3.3, 0.2
- CN(C)N1C(N)=C(C#N)C(c2ccsc2)C2=C1CCCC2=O (stereo not drawn)
→ /, 13, 2, /, 8, /, /, 0.0
- Cc1noc(C)c1NC(=O)N(C)C[C@H]1Oc2ncc(C#CC(C)C)cc2C(=O)N([C@H](C)CO)C[C@H]1C
→ 15, 10, /, 6, -5, -5, 0.7, -0.9
- CC(C)(C(N)=O)c1ccccc1
→ -1, -1, -5, 4, /, 2, 1.6, 0.0
- O=c1[nH]c(SCCN2CCOCC2)nc(O)c1-c1ccccc1
→ /, 24, 4, 1, 4, 4, -0.5, 1.8
- C#CCNC(=O)C1=C[C@H](c2ccc(C#C)cc2)C[C@H](OCc2ccc(CO)cc2)O1
→ /, 10, -2, -3, -3, /, 0.0, 0.2
- COC(C[C@@H](O)[C@H](C)[C@@H](O)COCc1ccccc1)OC
→ -7, 1, -2, -9, -4, 4, 1.8, 0.2
- CCC(=O)N1[C@@H]2Cn3c(ccc(-c4ccncc4)c3=O)[C@H]1[C@@H](C(=O)N1CCc3ccccc3C1)[C@@H]2CO
→ -1, -3, 6, 4, -6, -2, -4.9, 0.4
- O=C(CN1C(=O)C2CCCCC2C1=O)OCn1nnc2ccccc2c1=O (stereo not drawn)
→ -1, 0, -11, 4, -5, -1, /, 0.0
- Cc1noc(C)c1NC(=O)N(C)C[C@@H]1Oc2ccc(NS(=O)(=O)c3cn(C)cn3)cc2CC(=O)N([C@@H](C)CO)C[C@@H]1C
→ -4, 3, -6, -6, /, 0, -2.7, -0.3
- CCOc1ccc(C(=O)N(CN2CCCC2=O)c2cccc(Cl)c2)cc1
→ -2, -2, 4, -13, 4, -4, -1.1, 0.0
- CC(C)CC#Cc1cnc2c(c1)C(=O)N([C@@H](C)CO)C[C@@H](C)[C@@H](CN(C)C(=O)NC1CCCC1)O2
→ -2, -12, /, -4, -3, 4, 2.3, 0.9
- N#Cc1cccc(-c2ccc(C3[C@@H]4CNC[C@H]3N4)cc2)c1 (stereo partly drawn)
→ 17, 12, -7, -6, /, /, -1.0, 0.0
- CS(=O)(=O)CCC(C(=O)O)N1C(=O)c2ccc(Oc3ccc(Cl)cc3)cc2C1=O (stereo not drawn)
→ 2, 8, 5, 13, -8, 1, 0.5, 0.1
- Cc1ccccc1CN1C(=O)c2ccccc2S(=O)c2ccc(C(=O)NCCCN3CCOCC3)cc21 (stereo not drawn)
→ -2, -11, 1, 7, 0, 3, 2.9, 0.0
- Cc1ccc2[nH]c3c(=S)nc[nH]c3c2c1
→ 5, 3, -36, -21, 3, -2, /, 0.0
- Cc1ccc(N(C)S(=O)(=O)c2c[nH]c3ccc([N+](=O)[O-])cc23)cc1
→ 0, 2, 3, /, -2, 5, 1.0, 0.0
- C(=C\c1ccco1)/c1nc2ccccc2[nH]1
→ /, -3, -130, /, -1, /, /, 0.0
- Cc1cc(Br)cn2c(CC(C)(C)C)c(-c3cccc(Cl)c3)nc12
→ -12, -18, 20, 7, /, 0, 3.9, -0.2
- COc1cccc(S(=O)(=O)N2C[C@@H](O)COC[C@H]3O[C@@H](CC(=O)N4CCOCC4)CC[C@@H]32)c1
→ -8, 26, 22, -3, -12, -6, -0.9, 0.3
- CCCCNc1ccc2c(c1)OC[C@@H](C)NS2(=O)=O
→ ?, -5, -10, -7, /, 4, -2.2, 0.2

Fetched by structure from the entries so far:
Values in the order: DENV2 CPE, INS-1E GSIS act, PAX8 reporter, EWS-Fli block, ARNT TACC3 PPI, ERp5 inh, F508del corr, XiGFP reactiv
- Cc1noc(C)c1NC(=O)N(C)C[C@@H]1Oc2ccc(NS(=O)(=O)c3cn(C)cn3)cc2CC(=O)N([C@@H](C)CO)C[C@@H]1C
→ -4, 3, -6, -6, /, 0, -2.7, -0.3
- Cc1ccc2[nH]c3c(=S)nc[nH]c3c2c1
→ 5, 3, -36, -21, 3, -2, /, 0.0
- Cc1ccc(N(C)S(=O)(=O)c2c[nH]c3ccc([N+](=O)[O-])cc23)cc1
→ 0, 2, 3, /, -2, 5, 1.0, 0.0

The results go on:
Values in the order: DENV2 CPE, INS-1E GSIS act, PAX8 reporter, EWS-Fli block, ARNT TACC3 PPI, ERp5 inh, F508del corr, XiGFP reactiv
- COc1cccc(NC(=O)Nc2ccc3c(c2)OC[C@H](C)NC[C@@H](C)[C@@H](OC)CN(C)C3=O)c1
→ 5, -2, /, -10, 0, 11, -0.3, 0.4
- Cc1cccc(CN2CCC(Oc3ccc(C(=O)N4CCCC4)cc3)CC2)n1
→ 3, 6, 18, 10, /, 5, 1.5, 0.0
- O=C(/C=C/c1ccccc1Cl)Nc1ccc2c(c1)C(=O)NC2=O
→ 3, 4, 4, -4, /, -3, 1.0, 0.0
- O=C([C@@H]1[C@@H](CO)[C@@H]2Cn3c(ccc(C4=CCCCC4)c3=O)[C@@H]2N1Cc1nccs1)N1CCOCC1
→ 1, 2, /, 3, 3, -1, 0.5, -0.1
- CCCn1c(=O)c(C(=O)N/N=C/c2ccc(F)cc2)c(O)c2ccccc21
→ -6, -1, 13, -1, -4, 1, 0.5, 0.0
- COc1ccccc1NC(=O)N1CCCCN2[C@@H](CO)[C@H](c3ccc(C#Cc4ccccc4)cc3)[C@@H]2C1
→ 1, -30, -5, /, 9, 1, -0.3, 0.1
- C[C@H](CO)N1C[C@H](C)[C@H](CN(C)S(=O)(=O)c2ccc(F)cc2)OCc2cn(nn2)CCCC1=O
→ 0, 1, /, 7, 1, -5, -1.9, 0.1
- CC1(C(=O)Nc2cccc(Oc3ccccc3)c2)CCN1Cc1cccc2c1OCO2 (stereo not drawn)
→ 4, 22, 1, 10, /, 3, 2.7, -0.2
- COCC(=O)Nc1ccc2c(c1)C(=O)N(C)C[C@@H](OC)[C@@H](C)CN(C(=O)CC1CC1)[C@H](C)CO2
→ 0, 0, /, 12, 0, -6, -1.7, 0.3
- COc1ccc(CC(=O)NNC(=O)c2cc(Cl)ccc2OC)cc1
→ 6, 4, 9, -6, -4, 0, 0.6, 0.2
- CCOc1ccc(S(=O)(=O)N2CCCCC2)c(C)c1C
→ 0, -22, 23, 1, -15, -4, 0.2, 0.0
- CC(C)c1ccc(CN2CCN(S(=O)(=O)c3ccc(Cl)s3)CC2)cc1
→ 0, -2, 5, 2, 2, -15, 30*, -0.1
- CCOC(=O)c1sc(NC(=O)C(C)(C)C)cc1C
→ ?, 1, -190, -98, -1, -1, -4.4, 0.1
- C[C@@H]1CN([C@@H](C)CO)C(=O)c2cccc(NC(=O)Nc3ccc(C(F)(F)F)cc3)c2O[C@@H]1CN(C)Cc1ccc(Cl)c(Cl)c1
→ 3, -12, /, 4, 0, /, 4.3, 0.8
- Cc1ccc(S(=O)(=O)Nc2cccc3c2O[C@@H](CN(C)S(=O)(=O)c2ccc(F)cc2)[C@H](C)CN([C@H](C)CO)C3=O)cc1
→ ?, 27, -14, -37, 0, /, 3.3, -1.1
- Cc1noc(C)c1C(=O)N1CCC1(C)C(=O)NS(=O)(=O)c1ccc(Cl)cc1 (stereo not drawn)
→ 12, /, -10, 2, /, 0, 4.4, 0.0
- Cn1c(=O)n(CCc2ccccc2)c2ccccc21
→ -1, 15, 7, -14, -8, 4, 2.8, 0.0
- COc1cccc2[nH]c(C(=O)NCCc3ccccc3)cc12
→ 2, -6, -131, -85, -3, -1, 1.7, 0.1
- CC(C)OC(=O)CC1C(=O)NCCN1C(=S)NC(=O)c1cccs1 (stereo not drawn)
→ 0, -1, 0, 3, -9, 0, 1.9, 0.1
- CO[C@H]1CN(C)C(=O)c2ccc(NC(=O)C3CCCCC3)cc2OC[C@H](C)N(Cc2nccs2)C[C@H]1C
→ -6, -22, 13, -2, -9, 1, -2.9, -0.3
- O=C(Cc1ccc(Cl)cc1)Nc1cccc(C(=O)Nc2ccccc2C(=O)O)c1
→ 1, -21, 20, -2, 15, 0, 0.8, 0.0
- Cc1ccc(C(=O)C(C)OC(=O)CN2C(=O)NC3(CCCC3)C2=O)cc1C (stereo not drawn)
→ -5, 7, -28, 2, /, 1, -2.2, 0.3
- CC(OC(=O)c1ccco1)C(=O)Nc1nc(-c2ccccc2)cs1 (stereo not drawn)
→ -5, -6, -70, -75, -9, 0, -0.5, 0.2
- COc1ccc(N(CC(=O)NC2CCCC2)C(=O)CCC(=O)Nc2nc(C)cs2)cc1OC
→ -3, -5, -10, /, /, -1, 0.9, 0.1
- Cc1noc(C)c1S(=O)(=O)Nc1ccc2c(c1)C(=O)N([C@@H](C)CO)C[C@@H](C)[C@@H](CN(C)Cc1ccc(Cl)c(Cl)c1)OCCCC[C@@H](C)O2
→ -6, -6, 65*, 14, -1, -6, -3.4, 0.0
- Cc1ccc(N2CC(NS(=O)(=O)c3cc(F)ccc3F)CC2=O)cc1C (stereo not drawn)
→ 4, -8, -6, 6, -3, 2, 3.1, 0.1
- CCOC1=C2[C@H](c3ccccc3)N(S(=O)(=O)c3ccc(C)cc3)C[C@H]2n2c(=O)n(-c3ccccc3)c(=O)n2C1
→ 16, 22, -2, 4, /, -1, -1.9, -0.1
- COc1ccc(-c2ccc([C@@H]3[C@@H](C#N)N(C(=O)C4CCCCC4)[C@H]3CO)cc2)cc1
→ 4, -3, 15, 6, -11, -2, -2.0, 0.1
- CC1=C(C(=O)Nc2ccccc2C(=O)N2CCC(C)CC2)SCCO1
→ ?, 12, -14, -5, 3, 3, -3.0, 0.1

F508del corr: what is marked active above
| smiles | DENV2 CPE | INS-1E GSIS act | ARNT TACC3 PPI | ERp5 inh | F508del corr |
| --- | --- | --- | --- | --- | --- |
| CC(C)c1ccc(CN2CCN(S(=O)(=O)c3ccc(Cl)s3)CC2)cc1 | 0 | -2 | 2 | -15 | 30* |

Screens as filed in PubChem.
